# Lipid storage S3 – qHTS Assay for Lipid Storage Modulators in Drosophila S3 Cells; Drosophila S3 cells, BODIPY lipid droplet fluorescence, 18-24 h; cells fed with added oleic acid; Potency in µM for hits, for the others lipid storage change, negative = inhibition, % at the top dose, mostly 46.1 µM; hit rate 0.64% among 320,000; AID 2685, 2010; active = well fitted inhibition curve with a large enough effect in the signal ratio, with a control signal flat, not every such curve was filed as active; inconclusive = small, poorly fitted or top-dose-only effect, or effect the other way, or a change in a side signal; the % refers to the signal ratio
#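 Laser-scanning cytometry quantifies lipid droplet accumulation (500–530 nm total intensity; droplet/cell object ratio) in oleic acid-fed (400 uM added) Drosophila S3 cells treated with a concentration series. 20 uM Triacsin C defined 100% inhibition.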
# Lipid storage S3 cell count max – second read-out of Lipid storage S3, no call of its own (marks repeat the call); cell number change, %; measured here: cell count max response;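 cells counted by Cell Tracker Red CMTPX staining in the red channel; peak over a dose series mostly up to 46.1 µM; percent activity relative to internal control wells on each plate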
# An asterisk follows results filed as active; i = inactive; ? = inconclusive; . = no result given; & = joins results of further samples; [ ] = remark or other dose. % is set by controls: 0 for no effect and ±100 for the full control effect; potency is the fitted concentration of half-maximal effect. These rows are one share of the data; count on the stated rates, not on these rows.
# Every second line gives: Lipid storage S3 | Lipid storage S3 cell count max
- Cc1ccc(-n2nnnc2SCC(=O)Nc2ccc3c(c2)OCCO3)cc1C
 : -19% | 7
- O=S(=O)(c1ccccc1)c1nnn2c1nc(NC1CCN(Cc3ccccc3)CC1)c1cc(Cl)ccc12
 : 18µM* | -5.4*
- O=C1NCCc2c1[nH]c1ccccc21
 : -7%&-15% | -15&-21
- CCOC(=O)N1CCC2(CC1)C(C#N)=C(N)Oc1n[nH]c(C)c12
 : ? | .
- COC(=O)C(Cc1c[nH]c2ccccc12)NC(=O)c1ccccc1Br (configuration not stated)
 : i | 5
- CCCCOc1ccccc1-c1cc(C(=O)O)[nH]n1
 : 15% | 5
- CCOC(=O)c1ccc(NC(=S)Nc2cccc(C)n2)cc1
 : ? | .
- O=C(NCc1ccccc1)c1ccc(Cl)cc1
 : 22% | -5
- O=C(NCc1cccnc1)c1cccc(S(=O)(=O)N2CCCCC2)c1
 : ? | .
- c1ccc(-c2noc(CCC3CCCC3)n2)cc1
 : ? | .
- COc1cccc(N=C(N)N=C(N)N)c1
 : ? | .
- Cc1ccccc1-c1nc(CS(=O)(=O)CC(=O)NCCCN2C(C)CCCC2C)c(C)o1 (configuration not stated)
 : ? | .
- COc1ccccc1/C=C1\SC(=S)N(CCC(=O)NNC(=O)c2ccccc2OC)C1=O
 : ? | .
- Nc1c(NCCN2CCOCC2)c2ccccc2oc1=O
 : ? | .
- Cc1ccc(OCC(=O)NNC(=O)c2ccc(NC(=O)C3CC3)cc2)c(C)c1
 : ? | .

# Arranged by formula weight (rising): part of the list above.
# Every second line gives: Lipid storage S3 | Lipid storage S3 cell count max
- O=C(NCc1ccccc1)c1ccc(Cl)cc1
 : 22% | -5
- CCOC(=O)c1ccc(NC(=S)Nc2cccc(C)n2)cc1
 : ? | .
- Cc1ccc(-n2nnnc2SCC(=O)Nc2ccc3c(c2)OCCO3)cc1C
 : -19% | 7
- COC(=O)C(Cc1c[nH]c2ccccc12)NC(=O)c1ccccc1Br (configuration not stated)
 : i | 5
- COc1ccccc1/C=C1\SC(=S)N(CCC(=O)NNC(=O)c2ccccc2OC)C1=O
 : ? | .
- O=S(=O)(c1ccccc1)c1nnn2c1nc(NC1CCN(Cc3ccccc3)CC1)c1cc(Cl)ccc12
 : 18µM* | -5.4*

# Other entries.
# Every second line gives: Lipid storage S3 | Lipid storage S3 cell count max
- O=C(/C=C/c1ccc(Cl)cc1)NC1CCS(=O)(=O)C1 (configuration not stated)
 : -6% | -14
- Cc1ccc(C(=O)CNc2ccc(Cl)cc2)cc1
 : 1% | 1
- Cc1cc(C(=O)NNc2ccccc2F)no1
 : 4% | 9
- O=C(NN1C(=O)/C(=C\c2cccnc2)SC1=S)C(c1ccccc1)c1ccccc1
 : ? | .
- CS(=O)(=O)Nc1cccc(C(=O)CC2(O)C(=O)Nc3ccccc32)c1 (configuration not stated)
 : ? | .
- Cc1nnc(NC(=O)CSCc2c(C)noc2C)s1
 : 0% | -20
- O=CN1CCN(S(=O)(=O)c2ccc(S(=O)(=O)NC3CCCCC3)cc2)CC1
 : ? | .
- COc1cccc(NC(=O)c2ccc(CN3CCc4ccccc4C3)cc2)c1
 : i | 26
- Cn1c(=O)oc2cc(S(=O)(=O)NCc3ccco3)ccc21
 : 1% | 1
- CCOC(=O)c1c(NC(=O)CSC(=S)N(C)C)sc(C)c1C
 : ? | .
- O=C(COC(=O)C1CCN(S(=O)(=O)c2ccccc2)CC1)NCCc1ccccc1
 : ? | .
- CSc1ccccc1C(=O)NC1CCCN(c2ccc(C(F)(F)F)cn2)C1 (configuration not stated)
 : ? | .
- Cc1ccccc1-n1c(=O)/c(=C\c2ccco2)s/c1=C(/C#N)C(=O)Nc1ccccc1
 : ? | .
- CCCCOc1ccc(C(=O)NCC(=O)NCc2ccccn2)cc1
 : i | -34
- CC(CN1C(C)CCCC1C)OC(=O)c1ccc(F)cc1 (configuration not stated)
 : -7% | -2
- COC(/C=C/Nc1ccc(Cl)cc1)=C(C#N)C#N
 : ? | .
- O=C(CSCc1cccc(Br)c1)N1CCOCC1
 : ? | .
- CS(=O)(=O)c1ccc(-n2nnc3ccccc32)c([N+](=O)[O-])c1
 : i | 12
- O=C(Cc1cccs1)N/N=C/C=C/c1ccco1
 : ? | .
- CCOc1ccc(S(=O)(=O)NCC(=O)N(C)Cc2cccnc2)cc1
 : i | .
- CCN1/C(=C2\C(=O)N(C)C(=S)N2C)C=Cc2cc(OC)ccc21
 : 1% | 3
- CCc1cccc(C)c1N1C(=O)CN(Cc2ccccc2)C1=S
 : 5% | 8
- COc1c(O)ccc(/C=N\NC(=O)c2ccc3c(c2)OCO3)c1[N+](=O)[O-]
 : -6% | 1
- COC(=O)Cn1ccc2cc(S(=O)(=O)N3CCCCCC3)ccc21
 : i | 2
- O=C(O)C(Cc1ccccc1)N1C(=O)/C(=C/c2cccc3ccccc23)SC1=S (configuration not stated)
 : 27% | .
- C#CCOCCOCCOCCNc1nc(N2CCN(C(=O)Cn3cc(CCCN=C(N)N)nn3)CC2)nc(N2CCN(C(=O)[C@H](CCCCN)n3cc(CCCC)nn3)CC2)n1
 : ? | .
- CCN1CCN(c2ccc(S(=O)(=O)N3CCCCC3)cc2NC(=O)c2cccc(F)c2)CC1
 : ? | .
- COc1c(O)c(O)c2oc(-c3ccccc3)cc(=O)c2c1OC
 : i | -24
- Cc1ccc(NC(=O)c2ccc(OC(=O)COc3cccc(Cl)c3)cc2)cc1
 : 21% | 7
- Nc1ccnc(=O)[nH]1
 : -24% | .
- O=C(COc1coc(CN2CCN(c3ccc(F)cc3)CC2)cc1=O)NCC1CCCO1 (configuration not stated)
 : ? | .
- O=[N+]([O-])c1cc(C=Nc2ccc3ccccc3c2)ccc1Br
 : -11% | -8
- O=[N+]([O-])c1ccc2c(c1)C(N1CCOCC1)/C(=C/COc1ccc3ccccc3c1Br)O2 (configuration not stated)
 : ? | .
- CN(c1ccccc1)S(=O)(=O)c1ccc(C(=O)N2CCc3ccccc3C2)cc1
 : 6% | 12
- Cc1nn(C)cc1CN(C)C(=O)c1nn2c(c1Br)NC(c1cccs1)CC2C(F)(F)F (configuration not stated)
 : 19% | -6
- CC(Sc1nnc2c(n1)[nH]c1ccccc12)C(=O)NC1CCCCC1 (configuration not stated)
 : ? | .
- COc1cccc(NC=C2C(=O)OC3(CCCCC3)OC2=O)c1
 : 24% | -3
- Cc1nn(C)c(C)c1NS(=O)(=O)c1ccc(Cl)cc1
 : i | .
- Cc1n[nH]c(=O)c2c(NC(=O)COC(=O)Cc3ccc(Cl)cc3Cl)oc(C)c12
 : ? | .
- CCCc1nnc(NC(=O)NCCN2C(=O)C3C4C=CC(C4)C3C2=O)s1 (configuration not stated)
 : 12% | 9
- Nc1cccc(C(=O)Nc2ccc3nc(-c4cccnc4)[nH]c3c2)c1
 : ? | .
- Cc1ccc(C(=O)N2CCN(c3ccccn3)CC2)cc1Cl
 : ? | .
- COc1ccc(OC)c(NC(=O)Nc2cc(C(=O)O)ccc2C)c1
 : -1% | 0
- CCCCC(=O)Nc1sc2c(c1-c1nc3ccccc3s1)CCN(C(C)=O)C2
 : ? | .
- COc1ccccc1C(=O)Nc1nc(N)n(-c2ccccc2)n1
 : -18% | 5
- O=c1[nH]n(-c2ccc(Cl)cc2)c2ncccc12
 : -14% | -8
- N#Cc1nc(-c2ccco2)oc1N1CCN(C(c2ccccc2)c2ccccc2)CC1
 : i | 26
- COc1ccc(-c2c(C)n([O-])c3c([n+]2=O)CCCC3)cc1OC
 : -1% | 7
- COc1ccc(C(CNC(=O)c2oc3ccc(OC)cc3c2C)N2CCCC2)cc1 (configuration not stated)
 : ? | .
- CCOC(=O)C1CCCCN1S(=O)(=O)c1ccc2c(c1)CC(C)N2C(=O)C1CCC1 (configuration not stated)
 : ? | .
- Cc1ccc(C(F)(F)F)cc1NC(N)=S
 : ? | .
- Clc1ccc(-c2csc(N3CCc4ccccc4C3)n2)cc1
 : 15% | 5
- COc1cc(C(=O)NCCOc2cc(C)cc(C)c2)c(Br)c(OC)c1OC
 : -7% | 8
- COC(=O)C(C)Sc1nc(N)c(NC(=O)c2ccco2)c(=O)[nH]1 (configuration not stated)
 : -22% | -6
- CN(CC(=O)Nc1ccc(Cl)cc1)C(=O)CNC(=O)c1ccc(Br)o1
 : ? | .
- O=C(NCCc1ccccc1F)c1ccc2c(c1)OCCO2
 : ? | .
- COC(=O)c1ccccc1NC(=O)c1cccc(NC(=O)CSCc2ccccc2)c1C
 : ? | .
- CCOC(=O)c1nn(-c2ccc(F)cc2)c2nc(-c3ccccc3)c(C#N)c(=O)n12
 : ? | .
- O=S(=O)(c1ccc(SCCOc2ccc(F)cc2)nc1)N1CCCC1
 : ? | .
- CCNC(=O)OCC(CC)NC(=O)OCC(C)C (configuration not stated)
 : ? | .

# The list goes on.
# Every second line gives: Lipid storage S3 | Lipid storage S3 cell count max
- FC(F)(F)c1cccc(-c2nnc3ccc(C(F)(F)F)cn23)c1
 : 4%[9.22 µM] | 3
- Cc1nc(NC(=O)/C=C/c2ccc(F)cc2)sc1C(=O)N(C)C
 : ? | .
- O=C(CCN1CCN(c2ccc(F)cc2)CC1)Nc1ccc(F)cc1
 : 22% | 5
- Cc1ccc(NC(=S)NCc2ccc3c(c2)OCO3)cc1
 : 3% | -11
- COc1cc2c(cc1OC)CN(C(=O)C1CCC(=O)N(CCCN3CCOCC3)C1)CC2 (configuration not stated)
 : i | 15
- COc1ccc(N2CCN(C(=O)Cc3ccc(Cl)cc3)CC2)cc1
 : ? | .
- CCC1COCCS(=O)(=O)N1Cc1cccc(Cl)c1 (configuration not stated)
 : ? | .
- COc1ccccc1NC(=O)N1CCn2c(nc3ccccc32)C1
 : 0% | 0
- Cc1ccc(S(=O)(=O)N2CCN(c3ccc(S(=O)(=O)N4CCOCC4)cn3)CC2)cc1
 : 5% | 18
- Oc1oc(-c2ccccc2)nc1/C=N/c1ccccn1
 : ? | .
- Cc1nn(CC(=O)N2CCN(c3ccccc3)CC2)c(C)c1[N+](=O)[O-]
 : i | 23
- Cn1c(=O)c2c(nc(OCc3ccc4c(c3)OCO4)n2Cc2ccccc2Cl)n(C)c1=O
 : 5% | 13
- CCOC(=O)c1cnc2ccc(C)cc2c1N(C)Cc1ccccc1
 : ? | .
- CCOC(=O)c1ccc(NC(=O)c2ccc3c(c2)C(=O)N(Cc2cccnc2)C3=O)cc1
 : i | -25
- CCn1c(SCC(=O)n2nc(C)cc2C)nnc1-c1ccc2c(c1)OCO2
 : ? | .
- COc1ccc(OCC(Cn2cnc3ccccc32)OC(C)=O)cc1 (configuration not stated)
 : ? | .
- NC(=O)C1CC(=O)N(c2ccc(OCc3c(Cl)cccc3Cl)cc2)C1 (configuration not stated)
 : 17% | -18
- NC1=NC(=O)C(Cc2cc(Cl)ccc2Cl)S1 (configuration not stated)
 : i | -28
- CCC(=O)N1CCN(c2nc(C)nc3sc(C)c(C)c23)CC1
 : ? | .
- Cc1cc(C)nc(SCC(=O)Nc2ccnc3ccccc23)n1
 : ? | .
- CCOC(=O)CCCNC(=O)COC(=O)c1cc(C)cc(C)c1
 : 12% | 5
- CCCC(=O)NCCc1nc2cc([N+](=O)[O-])ccc2n1C
 : ? | .
- CCCCNC1=C(Br)C(=O)CC(C)(C)C1
 : i | .
- Cc1ccc(S(N)(=O)=O)c(C)c1-n1cnnn1
 : 3% | 3
- COC(=O)C1C(=O)c2c(C)noc2CC1(C)C (configuration not stated)
 : -16% | -2
- Cc1cc(C)nc(SCc2ccc(Cl)cc2)n1
 : ? | .
- O=C(NC(=S)Nc1ccc(CN2CCOCC2)cc1)c1ccc(-c2ccc(Br)cc2)o1
 : ? | .
- CC(=O)c1cccc(NC(=O)Nc2cccnc2)c1
 : 1% | 0
- CC(C)(O)CC[C@@H](O)[C@](C)(O)[C@H]1CC[C@@]2(O)C3=CC(=O)[C@@H]4C[C@@H](O)[C@@H](O)C[C@]4(C)[C@H]3CC[C@]12C
 : 11% | -9
- O=C1c2ccccc2C(=O)N1CCCn1nnc(-c2ccc(N3CCOCC3)cc2)n1
 : ? | .
- O=C(c1ccc(F)cc1)c1c[nH]c(C(=O)NCc2ccco2)c1
 : 18% | .
- C=CCN(C(=O)c1ccccc1)c1ccc(OC)cc1
 : 11% | 0
- O=S(=O)(c1ccc(-c2cn3ccccc3n2)cc1)N1CCOCC1
 : ? | .
- CC(C)Oc1ccc(Cc2cnc(=S)[nH]c2N)cc1
 : ? | .
- Cc1ccccc1C[n+]1cccc2ccccc21
 : ? | .
- Cc1cc(NC(=O)c2ccc(F)c(S(=O)(=O)N3CCCCC3)c2)no1
 : ? | .
- CC1(c2ccccc2)NC(=O)N(CC(=O)NNC(=O)c2cccc(Cl)c2)C1=O (configuration not stated)
 : ? | .
- Cc1cnc(C(=O)OCC(=O)Nc2cc(-c3cc(C)c(C)cc3C)nn2-c2ccccc2)cn1
 : ? | .
- COc1ccc(S(=O)(=O)N2CCC3(CC2)OCCN3S(=O)(=O)c2ccc(C)cc2)cc1OC
 : 11% | 4
- CC(C)/C=N/NC(=O)c1cc(Br)ccc1O
 : ? | .
- CC1CCCC(NC(=O)CN(C)S(=O)(=O)c2cccc3cccnc23)C1C (configuration not stated)
 : ? | .
- CC(C)OC(=O)CSc1nnc(Cc2ccccc2)n1C
 : ? | .
- COc1ccc(OC)c(NC(=O)CN(Cc2ccc(F)cc2)C2CCCCC2)c1
 : 0.29µM* | 6.8*
- COC(=O)c1c(NC(=O)C2COc3ccccc3O2)sc2c1CCN(C(C)=O)C2 (configuration not stated)
 : ? | .
- N=c1c2c3c(sc2ncn1CCN1CCOCC1)CCCCC3
 : 10% | -2
